Screening data: PubChem, Sanford-Burnham Center for Chemical Genomics
Rat MKP-3 inhibitors: MKP-3 phosphatase inhibitors, primary screen, biochemical, rat enzyme, in vitro (AID 425); one-dose inhibition, % at 20 µM; IC50 in µM for titrated hits; Dual specificity protein phosphatase 6 (Rattus norvegicus); recombinant MKP-3 phosphatase activity, fluorescence; higher % means a stronger effect; 110,000 compounds, 0.17% hits; in the data active means inhibition above about 50%;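 further: plate controls were vehicle for no effect and reference inhibitor for full effect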
Hsp70 inhibitors: Hsp70 inhibitors, probe displacement, primary screen, biochemical, fluorescence polarization (AID 583); Heat shock 70 kDa protein 1A (Homo sapiens); Hsp70 fluorescence polarization probe displacement, mP; higher % means a stronger effect; displacement, % at 20 µM, or IC50 in µM where a hit was titrated; 140,000 compounds, 0.06% hits; in the data active means displacement above about 50%;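 further: plate controls were vehicle for no effect and reference ligand for full effect; a part of the inactive calls stands beside numbers as strong as those of hits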
An asterisk follows results filed as active; & = joins results of further samples.

Results for CCc1ccc(N2CC(C(=O)OCC(=O)Nc3cc(C)on3)CC2=O)cc1 (stereo not given) ?
Rat MKP-3 inhibitors: -7.2%; Hsp70 inhibitors: -0.6%

Results for CCOc1ccc(N2C(=O)S/C(=C\c3ccco3)C2=O)cc1 ?
Rat MKP-3 inhibitors: 5.7%; Hsp70 inhibitors: 0.3%

How did CCCCCCOC(=O)C(C#N)c1nc2ccccc2nc1N1CCN(CC)CC1 (stereo not given) do in these assays?
Rat MKP-3 inhibitors: -4.6%; Hsp70 inhibitors: 2.4%

What do the screens show for `CC1=[N+]([O-])C(C)(C)C(c2ccco2)=[N+]1[O-]`?
Rat MKP-3 inhibitors: -2.4%; Hsp70 inhibitors: 5.9%

How did Cc1cc(C)n(C(=O)CNC(=O)Cc2ccccc2)n1 do in these assays?
Rat MKP-3 inhibitors: -8.5%; Hsp70 inhibitors: 3.9%

How did O=C(CN1C(=O)c2ccccc2S1(=O)=O)N1CCOCC1 do in these assays?
Rat MKP-3 inhibitors: -13.0%; Hsp70 inhibitors: 0.9%

What do the screens show for `O=C(O)CCCCCN1C(=O)C(=O)/C(=C(/O)c2ccc([N+](=O)[O-])cc2)C1c1ccc(Cl)cc1` (stereo not given)?
Rat MKP-3 inhibitors: -0.8%; Hsp70 inhibitors: 12.7%

Results for CC(=O)n1nc(-c2ccc(Cl)cc2)nc1NCc1ccco1 ?
Hsp70 inhibitors: 3.1%

How did Cc1ccccc1C(=O)N1CCc2ccccc2C1 do in these assays?
Hsp70 inhibitors: 8.8%

How did COc1ccc(C2Nc3ccccc3NC3=C2C(=O)CC(c2ccc(Cl)cc2)C3)cc1OC (stereo not given) do in these assays?
Rat MKP-3 inhibitors: 6.9%; Hsp70 inhibitors: 0.4%

What do the screens show for `Cc1ccc(C2/C(=C(/O)c3ccc(Cl)cc3)C(=O)C(=O)N2CC2CCCO2)o1` (stereo not given)?
Rat MKP-3 inhibitors: -4.9%; Hsp70 inhibitors: -1.0%

Results for O=C(NCCN1CCOCC1)c1ccc2c(c1)ncn2C1CCCCC1 ?
Rat MKP-3 inhibitors: 3.9%; Hsp70 inhibitors: 1.0%

Results for CCOC(=O)N1CCN(C(=O)COc2ccc(Cl)cc2)CC1 ?
Hsp70 inhibitors: -1.5%

Results for CC(=Nc1ccccc1C(F)(F)F)C1=C(O)c2ccccc2C1=O ?
Rat MKP-3 inhibitors: -0.8%; Hsp70 inhibitors: -1.0%

How did Cc1c(C(=O)NCC(C)C)sc2nc(-c3ccc(F)cc3)cn12 do in these assays?
Rat MKP-3 inhibitors: -8.8%; Hsp70 inhibitors: 2.0%

What do the screens show for `O=C(COC(=O)Cc1ccc(S(=O)(=O)N2CCOCC2)s1)NCc1ccccc1`?
Rat MKP-3 inhibitors: 0.0%; Hsp70 inhibitors: 1.0%

Results for CC(C)(C)c1cc(C(C#N)C#N)c(C(C)(C)C)c(O)c1O ?
Rat MKP-3 inhibitors: 2.4%; Hsp70 inhibitors: -2.9%

Results for COc1ccc2[nH]c(=O)c(CN(C(=O)NC3CCCCC3)C3CCCCC3)cc2c1 ?
Rat MKP-3 inhibitors: 2.4%; Hsp70 inhibitors: 8.1%

How did Cc1ccsc1C(=O)Nc1nnc(-c2ccco2)o1 do in these assays?
Rat MKP-3 inhibitors: -4.0%; Hsp70 inhibitors: 8.6%

How did CCOC(=O)N1CCN(C(=O)c2ccc(OCC)c(OCC)c2)CC1 do in these assays?
Hsp70 inhibitors: -5.7%

Gathered by group, the entries above with four or more nitrogen atoms (three)
How did CCCCCCOC(=O)C(C#N)c1nc2ccccc2nc1N1CCN(CC)CC1 (stereo not given) do in these assays?
Rat MKP-3 inhibitors: -4.6%; Hsp70 inhibitors: 2.4%

Results for CC(=O)n1nc(-c2ccc(Cl)cc2)nc1NCc1ccco1 ?
Hsp70 inhibitors: 3.1%

Results for O=C(NCCN1CCOCC1)c1ccc2c(c1)ncn2C1CCCCC1 ?
Rat MKP-3 inhibitors: 3.9%; Hsp70 inhibitors: 1.0%

(cont.)
How did O=C1C(c2ccccc2)=NOC12CCCC2 do in these assays?
Rat MKP-3 inhibitors: -3.7%; Hsp70 inhibitors: -5.0%

What do the screens show for `CCOC(=O)C(C(=O)OCC)C(C)C#CCN(CC)CC` (stereo not given)?
Rat MKP-3 inhibitors: 3.5%; Hsp70 inhibitors: 2.3%

Results for CC1CCCN(C(=O)CCCn2c(=S)[nH]c3ccccc3c2=O)C1 (stereo not given) ?
Hsp70 inhibitors: 0.8%

Results for COc1ccccc1NC(=O)N(C1CCCC1)C1CCN(C(C)=O)CC1 ?
Rat MKP-3 inhibitors: -3.3%

What do the screens show for `Cc1cc(C)n(CC(=O)c2ccccc2)c(=O)c1C#N`?
Rat MKP-3 inhibitors: 3.4%; Hsp70 inhibitors: -2.9%

What do the screens show for `NC(N)=N/N=C/c1ccccc1OCc1ccc(Cl)cc1`?
Rat MKP-3 inhibitors: 5.5%; Hsp70 inhibitors: 0.6%

Results for CC(C)[C@H](N)c1nnc(SCc2ccc(Cl)cc2)o1 ?
Rat MKP-3 inhibitors: -14.4%; Hsp70 inhibitors: -3.6%

What do the screens show for `COc1ccc(/C(C)=C2/SC(=S)N(CCC(=O)O)C2=O)cc1`?
Hsp70 inhibitors: -1.4%

What do the screens show for `CCCCC(=NCCO)C1=C(O)C(C(=O)OC)C(C)(C)CC1=O` (stereo not given)?
Rat MKP-3 inhibitors: 1.7%; Hsp70 inhibitors: 0.5%

How did COc1ccc(CCn2c(=N)c(C(=O)NCc3ccco3)cc3c(=O)n4ccccc4nc32)cc1 do in these assays?
Rat MKP-3 inhibitors: 17.7%; Hsp70 inhibitors: -1.7%

How did Cc1cc(C)cc(N(CC(=O)NCC2CCCO2)S(=O)(=O)c2c(C)noc2C)c1 (stereo not given) do in these assays?
Rat MKP-3 inhibitors: -2.5%; Hsp70 inhibitors: 1.0%

How did CN(C(=O)COc1ccc(C(C)(C)C)cc1)C1CCS(=O)(=O)C1 (stereo not given) do in these assays?
Rat MKP-3 inhibitors: -5.3%; Hsp70 inhibitors: -0.3%

Results for Cc1nnc2ccc(N3CCN(c4cccc(C(F)(F)F)c4)CC3)nn12 ?
Rat MKP-3 inhibitors: -0.4%; Hsp70 inhibitors: 3.4%

How did C=CCn1c(Cc2ccc(OC)cc2)nnc1SCC(=O)NCCc1ccccc1 do in these assays?
Hsp70 inhibitors: 3.5%

How did Cc1ccc(C(=O)Nc2cccc(NC(=O)c3ccco3)c2)cc1C do in these assays?
Rat MKP-3 inhibitors: 3.6%; Hsp70 inhibitors: -1.1%

How did Nc1nnnn1/N=C/c1ccccc1OCc1ccccc1 do in these assays?
Rat MKP-3 inhibitors: -1.3%; Hsp70 inhibitors: -1.4%

What do the screens show for `N#CCCN1CCN(C(=S)c2ccc(-c3ccc(Cl)cc3)o2)CC1`?
Rat MKP-3 inhibitors: 5.1%; Hsp70 inhibitors: 1.6%

How did O=C(/C=C/Nc1ccc(F)cc1)c1ccc(Br)cc1 do in these assays?
Rat MKP-3 inhibitors: 0.4%; Hsp70 inhibitors: 2.9%

How did CCOC(=O)C1=NN(c2ccc(Cl)cc2)C(c2ccccc2)CC1=O (stereo not given) do in these assays?
Hsp70 inhibitors: -0.4%

Results for CCCN(CCC)C(=O)C1CCN(c2cc(C)nc3c(-c4ccc(OC)c(OC)c4)c(C)nn23)CC1 ?
Rat MKP-3 inhibitors: -3.7%; Hsp70 inhibitors: 9.8%

The last 2 compounds of the section above are carried over, then new ones follow.
How did CCOC(=O)C1=NN(c2ccc(Cl)cc2)C(c2ccccc2)CC1=O (stereo not given) do in these assays?
Hsp70 inhibitors: -0.4%

Results for CCCN(CCC)C(=O)C1CCN(c2cc(C)nc3c(-c4ccc(OC)c(OC)c4)c(C)nn23)CC1 ?
Rat MKP-3 inhibitors: -3.7%; Hsp70 inhibitors: 9.8%

Results for CC(=O)Oc1ccc(NC2=C(Cl)C(=O)c3ccccc3C2=O)cc1 ?
Rat MKP-3 inhibitors: -0.7%; Hsp70 inhibitors: 4.2%

What do the screens show for `O=C(O)C1CC(=O)N(c2ccc(OCc3ccc(Cl)cc3Cl)cc2)C1` (stereo not given)?
Hsp70 inhibitors: 12.8%

How did CCOC(=O)c1c(NC(=O)CC)sc(C(C)=O)c1C do in these assays?
Rat MKP-3 inhibitors: -6.9%; Hsp70 inhibitors: 0.4%

How did Cc1ccc(-c2n[nH]c3nc(C)cc(=O)n23)cc1 do in these assays?
Rat MKP-3 inhibitors: 2.7%; Hsp70 inhibitors: -0.5%

Results for NS(=O)(=O)c1cc2c(cc1Cl)NC(C1C[C@H]3C=C[C@@H]1C3)NS2(=O)=O (stereo not given in full) ?
Rat MKP-3 inhibitors: -7.0%; Hsp70 inhibitors: -0.2%

Results for COc1nc(C)nc2c1ccc1ccccc12 ?
Hsp70 inhibitors: -2.3%

What do the screens show for `COCCn1c(SCC(=O)NCc2ccco2)nnc1C(C)C`?
Hsp70 inhibitors: 5.3%

How did Cc1occc1C(=O)Nc1nc2ccc(S(C)(=O)=O)cc2s1 do in these assays?
Rat MKP-3 inhibitors: 3.4%; Hsp70 inhibitors: -2.9%

How did COc1ccc(Cl)c(Cn2c(NCc3ccccn3)nc3c2c(=O)n(C)c(=O)n3C)c1 do in these assays?
Rat MKP-3 inhibitors: 1.0%; Hsp70 inhibitors: -3.4%

Results for CCN(CC)C(=O)COc1ccc(S(=O)(=O)N2CCOCC2)cc1 ?
Hsp70 inhibitors: -2.1%

Results for COc1ccc(C(=O)Nc2ccccc2N2CCOCC2)cc1Br ?
Rat MKP-3 inhibitors: -3.3%; Hsp70 inhibitors: 24.4%

How did Cc1ccc(-c2csc(/C(C#N)=C(\O)CN3CCN(C(=O)c4ccco4)CC3)n2)cc1 do in these assays?
Rat MKP-3 inhibitors: 9.5%; Hsp70 inhibitors: -9.3%

Results for O=C(CSc1n[nH]c(-c2cccs2)n1)N1CCN(S(=O)(=O)c2ccc3ccccc3c2)CC1 ?
Hsp70 inhibitors: 2.8%

How did O=C(c1cccc(Cl)c1)N1CCN(c2ccccn2)CC1 do in these assays?
Rat MKP-3 inhibitors: -14.8%&0.5%; Hsp70 inhibitors: -4.4%&-3.3%

Results for C=CCn1c(SCC(=O)NCCOC)nc2scc(-c3ccco3)c2c1=O ?
Rat MKP-3 inhibitors: -0.6%; Hsp70 inhibitors: -1.6%

What do the screens show for `O=C1N=C(N2CCCCC2)SC1=C1CCCCC1`?
Hsp70 inhibitors: 5.6%

How did O=C(c1cccnc1)N(Cc1ccccc1)Cc1ccccc1 do in these assays?
Rat MKP-3 inhibitors: 1.5%; Hsp70 inhibitors: -3.3%

Results for CC(=O)c1ccc(C(=O)Nc2ccc(N3CCOCC3)cc2)cc1 ?
Rat MKP-3 inhibitors: -11.0%; Hsp70 inhibitors: 7.5%

What do the screens show for `CCN1CCN(C(=O)Nc2ccccc2OC)CC1`?
Hsp70 inhibitors: -1.6%

How did O=[N+]([O-])c1ccc(C=Nc2ccc(Br)cc2)o1 do in these assays?
Rat MKP-3 inhibitors: 9.2%; Hsp70 inhibitors: 2.4%

The closing 4 records of the part above open the next one.
How did O=C(c1cccnc1)N(Cc1ccccc1)Cc1ccccc1 do in these assays?
Rat MKP-3 inhibitors: 1.5%; Hsp70 inhibitors: -3.3%

Results for CC(=O)c1ccc(C(=O)Nc2ccc(N3CCOCC3)cc2)cc1 ?
Rat MKP-3 inhibitors: -11.0%; Hsp70 inhibitors: 7.5%

What do the screens show for `CCN1CCN(C(=O)Nc2ccccc2OC)CC1`?
Hsp70 inhibitors: -1.6%

How did O=[N+]([O-])c1ccc(C=Nc2ccc(Br)cc2)o1 do in these assays?
Rat MKP-3 inhibitors: 9.2%; Hsp70 inhibitors: 2.4%

How did COc1cc(-c2nnc3ccc4ccccc4n23)ccc1OCc1ccccc1 do in these assays?
Rat MKP-3 inhibitors: 2.1%; Hsp70 inhibitors: -2.6%

Results for COc1ccc(-c2cc(=O)n(-c3ccc(Oc4ccccc4)c(S(=O)(=O)O)c3)[nH]2)cc1 ?
Rat MKP-3 inhibitors: 1.9%; Hsp70 inhibitors: 2.3%

What do the screens show for `O=c1c(=N/Nc2ccccc2)/c(=N\Nc2ccccc2)c2ccccc12`?
Rat MKP-3 inhibitors: -0.1%; Hsp70 inhibitors: -5.0%

Results for CC(C)(C)NC(=O)C1CN(S(=O)(=O)c2ccccc2)CCN1S(=O)(=O)c1ccccc1 (stereo not given) ?
Rat MKP-3 inhibitors: -13.9%&4.6%; Hsp70 inhibitors: -2.3%&-1.0%

Results for O=C1C(c2ccncc2)N(CCC2=CCCCC2)C(=O)CN1C1CCCCC1 (stereo not given) ?
Rat MKP-3 inhibitors: 34.6%; Hsp70 inhibitors: 0.9%

Results for Cc1cc(NC(=O)C2CC(c3ccc(F)cc3)=NO2)no1 (stereo not given) ?
Rat MKP-3 inhibitors: 1.0%; Hsp70 inhibitors: -0.2%

How did COc1ccc(N(C(=O)C(C)C)S(=O)(=O)c2cccs2)cc1 do in these assays?
Hsp70 inhibitors: -2.8%

What do the screens show for `CCCSC1=C(C#N)C(c2ccccc2OCC)CC(=O)N1` (stereo not given)?
Rat MKP-3 inhibitors: -1.1%; Hsp70 inhibitors: -5.2%

How did O=C(Nc1ccc(Cn2nnc3ccccc32)cc1)c1ccco1 do in these assays?
Rat MKP-3 inhibitors: -0.9%; Hsp70 inhibitors: 1.5%

How did O=C(NCc1cccnc1)c1ccc(COc2ccccc2Br)o1 do in these assays?
Rat MKP-3 inhibitors: -8.8%; Hsp70 inhibitors: 1.0%

Results for NC(=O)CSc1nnnn1CC(CC(=O)O)c1ccccc1 (stereo not given) ?
Hsp70 inhibitors: 7.5%

Results for CCCCN(CC)C(=O)CSc1nc2ccccc2c(=O)n1CC1COc2ccccc2O1 (stereo not given) ?
Hsp70 inhibitors: -0.8%

What do the screens show for `OCCSc1c(F)c(SCCO)c(SCCO)c(F)c1SCCO`?
Rat MKP-3 inhibitors: -8.1%; Hsp70 inhibitors: 4.2%

Not all compounds are listed; rates above refer to the full screens.
